High-throughput results (PubChem)
UBC13 inh: human UBC13 polyubiquitination inhibition | UBC13 polyubiquitin chain formation, TR-FRET | inhibition, % at 20 µM | actives 0.47% (n = 330,000); in the data active means inhibition above about 45%, passing the limit was not always enough
Target sequence (P61088 whole entry, looked up): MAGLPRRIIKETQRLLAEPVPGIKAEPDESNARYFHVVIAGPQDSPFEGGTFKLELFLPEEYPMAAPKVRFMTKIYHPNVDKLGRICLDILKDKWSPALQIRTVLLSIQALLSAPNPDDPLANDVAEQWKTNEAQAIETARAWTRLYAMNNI
CXCR6 block: inhibitors of human CXCR6 receptor; O00574; CHO-K1 PathHunter CXCR6 beta-arrestin, luminescence; inhibition, % at 20 µM; actives 0.36% (n = 360,000); AID 602244; in the data active means inhibition above about 34%, passing the limit was not always enough;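 further: antagonist mode with CXCL16 agonist at 10 nM final; 0% = 10 nM CXCL16 with DMSO and 100% = unstimulated wells without agonist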
APJ ag: activates the human apelin receptor APJ | actives 0.11% (n = 330,000) | P35414 | activation, % at 20 µM | CHO-K1 APJ PathHunter beta-arrestin, luminescence; 0% DMSO wells, 100% apelin | AID 2520;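 active means activation more than six SD over the plate average, tested at 20 µM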;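 further: 0% = DMSO alone and 100% = apelin-13 at 10 nM; some results filed as inactive read as strong as hits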
Target sequence (P35414 whole entry, looked up): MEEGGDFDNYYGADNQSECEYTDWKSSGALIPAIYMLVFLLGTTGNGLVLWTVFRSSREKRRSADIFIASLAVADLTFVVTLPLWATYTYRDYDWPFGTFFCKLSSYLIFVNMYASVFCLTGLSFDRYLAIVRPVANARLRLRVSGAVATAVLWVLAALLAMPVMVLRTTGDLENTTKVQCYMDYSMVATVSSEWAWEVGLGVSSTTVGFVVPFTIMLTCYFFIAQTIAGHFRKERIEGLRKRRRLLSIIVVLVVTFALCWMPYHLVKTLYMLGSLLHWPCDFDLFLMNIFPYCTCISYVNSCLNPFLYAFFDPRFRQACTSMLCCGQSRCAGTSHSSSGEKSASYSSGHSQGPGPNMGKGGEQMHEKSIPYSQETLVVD
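Assay system: CHO-K1 cells stably expressing ProLink-tagged human APJ and arrestin–beta-gal acceptor. Compound dosing: 20 µM single point, 1% DMSO. Times: 16-18 h seeding, 90 min dark compound exposure, 60 min detection. Detection: beta-gal luminescence. Evaluation: APJ–arrestin association signal. Controls: negative DMSO alone, positive Apelin-13 at 10 nM.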
EBI2 block: blocks human EBI2 receptor beta-arrestin signaling; P32249; EBI2 beta-arrestin recruitment, luminescence, 7a,25-OHC stimulated; inhibition, % at 5 µM; actives 0.81% (n = 360,000); AID 651636; in the data active means inhibition above about 38%;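 further: enzyme fragment complementation signal reports receptor beta-arrestin coupling in cells; 0% = agonist plus DMSO wells and 100% = wells without agonist; some results beyond the cut were filed as inactive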
Target sequence (P32249 whole entry, looked up, the tested form may be a part): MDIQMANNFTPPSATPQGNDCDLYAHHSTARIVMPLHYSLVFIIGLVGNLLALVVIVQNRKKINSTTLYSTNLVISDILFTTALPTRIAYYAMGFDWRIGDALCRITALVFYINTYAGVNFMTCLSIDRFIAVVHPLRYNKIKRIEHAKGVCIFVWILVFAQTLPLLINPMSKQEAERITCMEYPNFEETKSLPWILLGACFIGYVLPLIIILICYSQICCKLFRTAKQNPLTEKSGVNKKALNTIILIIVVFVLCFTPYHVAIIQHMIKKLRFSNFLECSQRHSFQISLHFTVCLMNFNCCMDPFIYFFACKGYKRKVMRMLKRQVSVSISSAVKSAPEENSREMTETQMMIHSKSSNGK
CCR6 antagonist: CCR6 (human) receptor antagonism. inhibition, % at 20 µM. CHO-K1 CCR6 PathHunter beta-arrestin, luminescence, CCL20-stimulated. actives 0.49% (n = 340,000);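 active means compounds whose inhibition of the agonist-driven luminescence signal at 20 µM reaches about 50%, limit read from the data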;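 further: cells stimulated with CCL20 at 14 nM final; plate controls were DMSO with CCL20 for no effect and DMSO without agonist for full effect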
Gli-Sufu antag: blocks Gli-Sufu signaling in a luciferase reporter. Sufu-KO-LIGHT fibroblasts, Gli luciferase reporter luminescence. inhibition, % at 5 µM. actives 0.74% (n = 340,000). AID 588413;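 active means inhibition above about 55%, limit read from the data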;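 further: 0% = DMSO-treated cells and 100% = wells with medium but no cells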
APJ antag: APJ receptor antagonism; P35414; CHO-K1 APJ beta-arrestin complementation, luminescence; inhibition, % at 20 µM; actives 0.32% (n = 330,000);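 active means inhibition above about 40% at 20 µM, limit read from the data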;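 further: cells challenged with 10 nM apelin-13 agonist together with compound; plate controls were apelin-13 plus DMSO wells for no effect and DMSO wells lacking apelin-13 for full effect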
ATG4B inhibitor: blocks human ATG4B protease cleavage of LC3 substrate | Q9Y4P1 | inhibition, % at 8.33 µM | ATG4B cleavage of LC3-PLA2, NBD-HPC fluorescence, 1 h | actives 0.51% (n = 340,000); in the data active means inhibition above about 40%
* = called active by the depositor; . = not tested or not shown.

Structure,UBC13 inh,CXCR6 block,APJ ag,EBI2 block,CCR6 antagonist,Gli-Sufu antag,APJ antag,ATG4B inhibitor
COc1ccc(OC)c(N=C(C)C2=C(O)COC2=O)c1,-11,0,0,-7,3,-3,-2,-5
O=C(O)/C(=C\c1ccccc1OC(F)F)Sc1nnc(-c2ccc(F)cc2)o1,-6,2,2,1,24,0,1,5
CS(=O)(=O)N(Cc1ccc(C(=O)Nc2ccccc2Sc2ccccc2)cc1)c1ccccc1,-2,6,-1,27,-10,1,9,4
COc1ccc(OC)c(-c2nnc(NC(=O)C(C)Sc3nncn3C)s2)c1 (centres undefined),16,-7,-1,-7,-1,0,3,-11
Cc1ccc(Cn2nc(C)c(/C=N/NC(=O)c3cccnc3)c2C)cc1,-9,-7,0,-1,14,-9,-25,6
O=C(CNC(=O)[C@@H]1Cc2ccccc2CN1)Nc1ccc2c(c1)OCO2,-8,-6,1,-3,-2,-10,-27,8
O=C(CNC(=O)c1cccc(F)c1)NC1CC1,-3,5,-4,-12,-1,7,4,5
COc1ccc(CNc2nc3ccccc3n2C(C)C)cc1,3,0,0,-11,7,4,17,-5
CN(CCC#N)C(=O)COC(=O)c1ccc(Cl)c(S(N)(=O)=O)c1,-8,-4,1,-12,17,6,-1,0
COc1ccc(-c2c(C#N)c(N)nc3c2c(=O)n(C)c(=O)n3C)cc1Cl,16,5,-1,-4,3,-6,9,-3
CC(=O)N1N=C(c2ccc(C)o2)CC1c1ccc(F)cc1 (centres undefined),-3,2,-2,-5,-1,-8,-3,-9
CN(Cc1cc(=O)[nH]c2ccccc12)C(=O)c1ccccc1,-4,-7,-5,2,9,-6,6,3

Next structures:
Structure,UBC13 inh,CXCR6 block,APJ ag,EBI2 block,CCR6 antagonist,Gli-Sufu antag,APJ antag,ATG4B inhibitor
O=C(Nc1ccccc1C(=O)N1CCCCCC1)c1cccc(S(=O)(=O)N2CCOCC2)c1,.,2,.,-1,10,2,.,-8
CCOC(=O)c1cc(NC(=O)c2ccc(Cl)cc2)c(=O)oc1-c1ccccc1,-12,2,-4,1,15,11,3,-1
Cc1cccnc1NC(=O)CCC(=O)c1cccs1,-9,-10,-2,-14,2,0,8,2
COc1ccccc1N1CCN(S(=O)(=O)CCNC(=O)c2cc(OC)c(OC)c(OC)c2)CC1,-9,0,5,9,1,4,6,-2
O=C1C=C(c2ccccc2)CCC1,-4,3,-3,-10,7,-8,15,1
COc1ccc(CN2CCN(Cc3c[nH]c4ccccc34)CC2CCO)c(F)c1 (centres undefined),7,6,-3,-2,1,25,5,-2
CN(C)C(CNC(=O)c1cc(S(=O)(=O)N(C)c2ccccc2)ccc1Cl)c1cccs1 (centres undefined),8,-2,-5,1,12,10,4,-9
CCOc1ccc2oc(=O)cc(CN3CCOCC3)c2c1,1,-4,-2,-3,11,-13,4,9
O=C(NCc1ccco1)C1CC(=O)N(c2ccc(O)cc2)C1 (centres undefined),4,-2,-6,-11,2,-3,1,-2
COc1cccc(CNC(=O)CCC(=O)N2CCSc3ccccc32)c1OC,-5,5,-1,0,7,-7,14,-3
Cc1ccc(S[C@@H](CCN2CC[C@H](O)CCC2=O)c2ccccc2)cc1,4,4,3,1,10,-3,15,-16
COc1ccc(CCNS(=O)(=O)c2ccccc2[N+](=O)[O-])cc1OC,0,1,0,-20,6,2,-15,-5

Further compounds follow:
Structure,UBC13 inh,CXCR6 block,APJ ag,EBI2 block,CCR6 antagonist,Gli-Sufu antag,APJ antag,ATG4B inhibitor
COc1ccc(C(=O)Nc2ccc(/C(C)=N/NC(=O)c3ccncc3)cc2)cc1,-9,4,-1,-3,.,.,9,.
O=C(NCCc1nccs1)C1CCC(=O)N(Cc2cccc(C(F)(F)F)c2)C1 (centres undefined),0,-9,2,-5,12,-4,9,0
CCOP(=O)(OCC)C(Nc1ccc(F)cc1)c1ccccc1 (centres undefined),-1,-1,-4,-3,14,5,17,-14
CCOC(=O)c1c(C)n(C)c2cc(CN(C)C)c(O)c(S(=O)(=O)c3ccccc3)c12,-1,-4,-2,-1,3,4,5,-6
Cc1ccc([N+](=O)[O-])cc1NC(=O)CSc1nncn1-c1ccccn1,5,-1,-1,-13,-1,22,13,-5
CN(C(=O)c1cccc(NC(=O)Cc2ccc(NC(=O)C3CCN(C(=O)C4CCCCC4)CC3)cc2)c1)C1CC1,.,3,.,-7,5,-3,.,-6
CCCCOc1ccc(N(CC(=O)NC(C)(C)CC)C(=O)CCC(=O)Nc2ccccn2)cc1,7,2,2,5,-2,6,4,-9
Cc1ccc(-c2nc(N3CCOCC3)sc2C(=O)N2CCOCC2)cc1,-6,-4,-4,-11,15,-2,1,5
COC(=O)c1ccc(C2NC(=O)NC(C)=C2C(=O)N(C)C)cc1 (centres undefined),8,-9,-4,-3,-9,3,-14,-13
Cc1cccc(NC(=O)[C@@H]2CCCN2C2=NS(=O)(=O)c3ccccc32)c1C,2,3,-2,-2,9,1,13,-8
O=C(COC(=O)CNC(=O)c1ccccc1)Nc1cccc(Br)c1,2,-3,-1,-4,9,-8,2,-1
CCCCC(C(=O)NC1CCCC1)N(C(=O)c1snc(C(N)=O)c1N)c1ccc(F)cc1 (centres undefined),20,11,-1,37,19,3,3,-1

One compound at a time (already shown). Values in the order: UBC13 inh, CXCR6 block, APJ ag, EBI2 block, CCR6 antagonist, Gli-Sufu antag, APJ antag, ATG4B inhibitor
Shown for O=C(CNC(=O)c1cccc(F)c1)NC1CC1 → -3, 5, -4, -12, -1, 7, 4, 5
Shown for COc1ccc(OC)c(-c2nnc(NC(=O)C(C)Sc3nncn3C)s2)c1 (centres undefined) → 16, -7, -1, -7, -1, 0, 3, -11

(cont.)
Structure,UBC13 inh,CXCR6 block,APJ ag,EBI2 block,CCR6 antagonist,Gli-Sufu antag,APJ antag,ATG4B inhibitor
Cc1nnc(SC(C)C(=O)Nc2ccc(Cl)cc2Cl)[nH]c1=O (centres undefined),6,1,-3,-13,6,-13,0,1
COC(C(=O)Nc1ccc(C(N)=O)cc1)c1ccccc1 (centres undefined),0,-6,-4,-6,5,-1,-2,7
Cc1ccc(S(=O)(=O)N2CCN(C(=O)CCC(=O)NCCc3ccc(F)cc3)CC2)cc1,-2,-4,-3,-13,8,-1,-1,-1
Cc1ccc(C(C(=O)NCc2ccco2)N(C(=O)CNC(=O)c2cccs2)c2c(C)cc(C)cc2C)cc1 (centres undefined),-15,13,-4,10,7,1,15,2
CNc1nc2c(c(=O)n(C)c(=O)n2C)n1Cc1ccccc1,2,4,1,-4,-3,29,0,1
O=C(c1ccccc1)c1cnc(Nc2ccc(Cl)c(Cl)c2)s1,0,3,0,1,15,-45,-1,-8
CCOC(=O)CSc1nnc(COc2ccc3ccccc3c2)o1,-3,0,-3,3,8,25,-20,-6
CCn1c(=O)n(CC)c2cc(S(=O)(=O)Nc3c(C)cccc3C)ccc21,-1,-8,-1,5,0,5,4,-1
C#Cc1ccc([C@@H]2C=C(C(=O)NCc3ccccc3)O[C@H](OCCCCO)C2)cc1,-48,-1,15,-1,10,4,3,9
O=C(CN1CCN(Cc2ccccc2)CC1)NC(=O)NCc1ccco1,-7,-3,4,4,-4,0,3,-1
CCOc1cc(CNc2ccc(O)cc2)cc(Br)c1OCc1ccccc1F,-4,-17,2,-15,-12,0,-53,17
Fc1ccccc1Oc1nc(-c2ccncc2)nc2ccccc12,20,0,1,5,5,1,-10,-4

Additional records
Structure,UBC13 inh,CXCR6 block,APJ ag,EBI2 block,CCR6 antagonist,Gli-Sufu antag,APJ antag,ATG4B inhibitor
COc1ccc(C(=O)Nc2ccc(S(=O)(=O)Nc3onc(C)c3C)cc2)c(OC)c1,0,3,0,-5,6,3,-16,-7
CCOC(=O)Cc1ccc2sc(-c3ccccc3)nc2c1,-2,7,-4,-3,9,-38,-9,17
CC1CCCCC1NCC(=O)NCc1ccc(F)cc1 (centres undefined),12,-4,-5,5,15,5,-8,3
COc1ccc(S(=O)(=O)N(C)c2ccccc2)c2cccnc12,-8,3,-3,5,0,-6,-20,4
CCOC(=O)C1CCCN(S(=O)(=O)c2ccc3c(c2)CC(C)N3C(=O)C2CC2)C1 (centres undefined),0,-15,-1,3,21,-1,22,-2
COc1ccc(CN(C)C(=O)c2cc(S(=O)(=O)Nc3ccccc3F)ccc2C)c(OC)c1,0,3,-1,-9,14,4,12,-1
CC(=O)Nc1ccccc1S(=O)(=O)CC1CC1(Cl)Cl (centres undefined),2,0,0,-4,-4,-2,16,-2
CC12CCC(C3NC(=S)NN=C31)C2(C)C (centres undefined),.,-1,.,7,-6,1,.,-9
CCOCCCn1c(=S)[nH]c2cc(C(=O)NCCc3ccccc3)ccc2c1=O,2,-6,-8,0,6,6,23,1
CC1CCN(CCOCCOc2ccccc2Br)CC1,4,8,0,2,11,10,14,-8
CN(C)CCCCOc1ccc(F)cc1,-3,-2,0,-1,-3,-10,6,-6
CCOCCc1nnc(NC(=O)CS(=O)(=O)c2ccc(C)cc2)s1,3,0,-3,-9,-4,16,5,-5

Later entries
Structure,UBC13 inh,CXCR6 block,APJ ag,EBI2 block,CCR6 antagonist,Gli-Sufu antag,APJ antag,ATG4B inhibitor
CCN(CC(=O)Nc1ccc(NC(C)=O)cc1)C(=O)Cc1cccc2ccccc12,-4,-6,-4,4,5,5,-4,-8
N#Cc1ccccc1NC(=O)CSc1n[nH]c(=O)n1C1CC1,-3,1,-6,-7,0,7,6,7
CCOC(=O)c1cc(C#N)c(SCc2cccc3ccccc23)nc1C,0,6,-4,26,-4,4,-15,2
CCCCn1c(N)c(N(CCOC)C(=O)c2ccc(N3C(=O)c4ccccc4C3=O)cc2)c(=O)[nH]c1=O,.,5,.,-9,-5,-7,.,-60

12 structures out of the list, ordered by count of non-hydrogen atoms, highest first:
Structure,UBC13 inh,CXCR6 block,APJ ag,EBI2 block,CCR6 antagonist,Gli-Sufu antag,APJ antag,ATG4B inhibitor
CCCCn1c(N)c(N(CCOC)C(=O)c2ccc(N3C(=O)c4ccccc4C3=O)cc2)c(=O)[nH]c1=O,.,5,.,-9,-5,-7,.,-60
COc1ccc(CN(C)C(=O)c2cc(S(=O)(=O)Nc3ccccc3F)ccc2C)c(OC)c1,0,3,-1,-9,14,4,12,-1
CCN(CC(=O)Nc1ccc(NC(C)=O)cc1)C(=O)Cc1cccc2ccccc12,-4,-6,-4,4,5,5,-4,-8
CCOCCCn1c(=S)[nH]c2cc(C(=O)NCCc3ccccc3)ccc2c1=O,2,-6,-8,0,6,6,23,1
CCOC(=O)c1cc(C#N)c(SCc2cccc3ccccc23)nc1C,0,6,-4,26,-4,4,-15,2
CCOCCc1nnc(NC(=O)CS(=O)(=O)c2ccc(C)cc2)s1,3,0,-3,-9,-4,16,5,-5
COc1ccc(S(=O)(=O)N(C)c2ccccc2)c2cccnc12,-8,3,-3,5,0,-6,-20,4
N#Cc1ccccc1NC(=O)CSc1n[nH]c(=O)n1C1CC1,-3,1,-6,-7,0,7,6,7
CCOC(=O)Cc1ccc2sc(-c3ccccc3)nc2c1,-2,7,-4,-3,9,-38,-9,17
CC1CCCCC1NCC(=O)NCc1ccc(F)cc1 (centres undefined),12,-4,-5,5,15,5,-8,3
CC(=O)Nc1ccccc1S(=O)(=O)CC1CC1(Cl)Cl (centres undefined),2,0,0,-4,-4,-2,16,-2
CN(C)CCCCOc1ccc(F)cc1,-3,-2,0,-1,-3,-10,6,-6
